Screening results as filed in PubChem BioAssay.
aGlu spleen mod: inhibitors or activators of human alpha-glucosidase in spleen homogenate; Potency, µM (series often up to 79.9 µM), inactives show at the top dose activity change, negative = inhibition, most hits filed as inhibitors; human spleen homogenate, 4-MU-alpha-glucoside fluorescence; P10253; hit rate 0.006% among 240,000;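 note: 0% = enzyme with vehicle and -100% = no enzyme basal signal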
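Enzyme source: human spleen homogenate, 1 ug/well. Buffer 50 mM citric acid/K phosphate pH 5.0, 0.01% Tween-20. 4-MU-alpha-glucoside 1 mM; 37 C x 40 min; NaOH/glycine stop; fluorescence.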
Epigenetic derep: derepresses silenced GFP reporter in murine cells | murine LDR cells, GFP reporter derepression, 30 h | Potency, µM (titrated, usually from 53.9 µM), without a hit: at the highest dose GFP activation, usual class: activators | hit rate 0.2% among 280,000 | AID 1865; note: % of control where 0% means no effect; nearly all actives have a fitted effect of over 60% in size
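Murine LDR cells bearing a silenced CMV-driven GFP reporter were exposed to compound for 30 h at 37 C. After PBS washes, GFP-positive cells (20-120 um objects) counted by laser-scanning microplate cytometry.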
GAA inhib: inhibitors of human lysosomal alpha-glucosidase | P10253 | hit rate 0.005% among 200,000 | purified human GAA, 4-MU-alpha-glucoside fluorescence | AID 1466 | Potency, µM (doses to about 76.9 µM), without a hit: at the highest dose activity change, negative = inhibition, hits mostly inhibitors;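 note: plate controls were uninhibited enzyme wells for no effect and no-enzyme background for full effect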
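Compounds are titrated up to 77 uM against 4 nM human enzyme. Substrate 4-methylumbelliferyl-alpha-D-pyranoside (400 uM) reacts 20 min at room temperature in pH 5.0 buffer; liberated 4-methylumbelliferone is read at 440 nm.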
GAA glycogen: alters human alpha-glucosidase cleavage of glycogen; recombinant GAA, glycogen substrate, Amplex Red glucose oxidase fluorescence; Potency, µM (top dose mostly 76.4 µM), inactives show top-dose activity change, negative = inhibition, hits mostly inhibitors; hit rate 0.38% among 300,000;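 note: 0% = full enzyme reaction and -100% = no-enzyme basal signal; the screen sought inhibitors and activators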
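Recombinant enzyme (4 nM final) with compounds titrated up to 77 uM and bovine liver glycogen (30 ug) in citrate pH 5.0, 0.01% Tween-20, 37 C 40 min. Released glucose detected by Amplex Red/glucose oxidase (Ex 573/Em 610); AC50 from Hill fits.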
GLA spleen mod: inhibitors or activators of human alpha-galactosidase in spleen homogenate. Potency, µM (highest dose often 80 µM), for inactives: at the top dose activity change, negative = inhibition, usual class: inhibitors. human spleen homogenate, 4MU-alpha-Gal fluorescence, 40 min. AID 2107. hit rate 0.008% among 240,000;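 note: 0% = enzyme with vehicle and -100% = no enzyme basal signal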
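Human spleen homogenate (1 ug) as enzyme source, 4-methylumbelliferyl-alpha-D-galactopyranoside 1 mM final, citrate/phosphate pH 5.0 with 0.01% Tween-20. Compounds 40 min at 37C, NaOH/glycine stop; fluorescence Ex 365/Em 440, Hill-fit AC50.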
Tau fluor counter: counter-screen for tau fibril formation inhibitors | tau K18 P301L (four-repeat tau fragment) Alexa594 fluorescence, heparin fibrillization | Potency, µM (titrated, usually from 57.7 µM), for inactives: at the highest dose activity change, negative = decrease | hit rate 0.93% among 280,000 | AID 1463; note: % is set by controls: 0 for no effect and ±100 for the full control effect; nearly all actives have a fitted effect of over 55% in size
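Human K18 P301L tau (15 uM unlabeled plus 0.24 uM Alexa 594-labeled, final) in 100 mM sodium acetate pH 7 was mixed with compound and 20 uM heparin and incubated 6 hr at 37 C.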
NPSR antag: neuropeptide S receptor (human) antagonism, cAMP | hit rate 1% among 220,000 | CHO-NPSR cells, cAMP TR-FRET, antagonist mode | Potency, µM (top dose mostly 38.3 µM), for the others: at the top dose activity change, negative = inhibition, actives largely listed as inhibitors | AID 1461 | Q6W5P4; note: % is set by controls: 0 for no effect and ±100 for the full control effect; nearly all actives have a fitted effect of over 50% in size; many of its hits are not listed in these tables
Target sequence (Q6W5P4 whole entry, looked up): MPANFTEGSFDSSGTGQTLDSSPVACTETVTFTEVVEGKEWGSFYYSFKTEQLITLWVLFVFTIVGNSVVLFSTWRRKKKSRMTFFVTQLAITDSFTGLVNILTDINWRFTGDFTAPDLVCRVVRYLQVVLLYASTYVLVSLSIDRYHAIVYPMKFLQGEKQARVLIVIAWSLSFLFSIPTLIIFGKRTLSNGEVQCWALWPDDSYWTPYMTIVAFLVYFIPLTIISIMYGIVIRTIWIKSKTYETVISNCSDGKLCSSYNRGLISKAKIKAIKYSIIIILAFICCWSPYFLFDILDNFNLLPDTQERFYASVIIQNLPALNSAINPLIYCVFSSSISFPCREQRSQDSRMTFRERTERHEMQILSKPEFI
ALDH1A1 block: ALDH1A1 (human) enzyme inhibition | P00352 | Purified ALDH1A1, NADH fluorescence, propionaldehyde substrate | Potency, µM (doses to about 75.3 µM), without a hit: at the highest dose activity, negative = inhibition, actives largely listed as inhibitors | hit rate 7.3% among 220,000 | AID 1030; active = well fitted inhibition curve with a large enough effect, not every such curve was filed as active; inconclusive = small, poorly fitted or top-dose-only effect, or another doubt; inactive = no such curve, though single readings can be large or run the other way;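 note: plate controls were no enzyme wells and a reference inhibitor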
Target sequence (P00352 whole entry, looked up): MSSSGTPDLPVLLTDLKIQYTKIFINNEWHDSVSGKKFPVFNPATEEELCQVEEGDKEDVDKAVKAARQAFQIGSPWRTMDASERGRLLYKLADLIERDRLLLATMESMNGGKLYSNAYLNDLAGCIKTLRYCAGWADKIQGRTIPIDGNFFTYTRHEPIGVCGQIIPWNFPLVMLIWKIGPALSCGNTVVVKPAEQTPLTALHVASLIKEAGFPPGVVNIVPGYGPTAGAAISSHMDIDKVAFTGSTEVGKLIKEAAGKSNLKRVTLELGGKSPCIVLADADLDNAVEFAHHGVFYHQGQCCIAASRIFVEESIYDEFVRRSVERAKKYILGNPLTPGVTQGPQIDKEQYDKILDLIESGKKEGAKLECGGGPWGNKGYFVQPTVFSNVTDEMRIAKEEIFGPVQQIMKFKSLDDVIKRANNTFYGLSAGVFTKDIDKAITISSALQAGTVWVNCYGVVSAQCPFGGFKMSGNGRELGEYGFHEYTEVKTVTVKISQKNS
* hit, by the source's call; ? = inconclusive; . = not tested or not shown; [ ] = remark or other dose. Unless noted, calls come from the whole dose curve; as a rule, active = well fitted curve in the direction sought with a large enough effect; inconclusive = small, poorly fitted or top-dose-only effect, or another doubt; inactive = no such curve, though single readings can be large; an effect the other way counts as inactive or inconclusive. Potency is the fitted concentration of half-maximal effect.

Below each SMILES: aGlu spleen mod	Epigenetic derep	GAA inhib	GAA glycogen	GLA spleen mod	Tau fluor counter	NPSR antag	ALDH1A1 block
- O=C(CN1CCN(S(=O)(=O)c2ccc(Cl)cc2)CC1)Nc1ccc2c(c1)OCCO2
→ -8%	0.0%	-13%	-2%	-3%	-13%	-22%[46.1 µM]	?
- COc1ccc(CCn2nnnc2C(C(C)C)N2CCN(c3ncccn3)CC2)cc1OC (configuration not stated)
→ -5%	2.0%	10%	7%	-8%	-5%	-7%[46.1 µM]	?
- COc1cc(OC)cc(C(=O)N2CCC(N3CCCCCC3)CC2)c1
→ -2%	0.0%	-10%	3%	13%	3%	24%	3%
- O=c1cc(CO)oc(CN2CCN(c3ccccc3F)CC2)c1O
→ 4%	0.0%	-5%	-5%	4%	-10%	6%[46.1 µM]	-2%
- COc1ccc(C)cc1Nc1nnc(C)c(=O)[nH]1
→ 5%	1.1%	5%	-5%	4%	-3%	2%	-3%
- CCN(CC(=O)Nc1ccc2c(c1)OCCO2)CC(=O)Nc1cc(C)on1
→ -4%	-1.0%	-2%	5%	-12%	-1%	1%[46.1 µM]	?
- CCOC(=O)c1cnc2c(-c3ccccc3)cnn2c1C
→ 1%	-3.5%	1%	4%	4%	-20%	-22%	-4%
- O=c1c([N+](=O)[O-])c(N2CCOCC2)c2ccccc2n1Cc1ccccc1
→ 5%	-1.0%	-6%	5%	-1%	-16%	18%	-46%
- COc1ccc(NC(=O)c2cc3c(Cl)nc4ccccc4c3s2)c(OC)c1
→ -2%	-1.9%	2%	8%	-2%	-18%	-19%	-7%
- COc1cc(/C(C)=N\NC(N)=S)cc(OC)c1OC
→ -3%	0.1%	-1%	-11%	-3%	4%	17%	12%
- O=C(NCC1CCCO1)C12CN(Cc3ccccc3)CC1C(c1cccc([N+](=O)[O-])c1)=NO2 (configuration not stated)
→ 9%	0.9%	0%	7%	6%	-14%	8%[46.1 µM]	?
- O=C(Cc1ccccc1)NC(NNc1ccccc1)(C(F)(F)F)C(F)(F)F
→ -2%	-1.1%	-4%	-24%	6%	-18%	-16%[46.1 µM]	1%
- CCOc1ccc(C2=C(C=Nc3c(C)n(C)n(-c4ccccc4)c3=O)C(c3ccc(F)cc3)c3ccccc3O2)cc1 (configuration not stated)
→ -3%	-1.0%	-13%	12%	-7%	?	-22%[46.1 µM]	11%
- O=[N+]([O-])c1cccc(C2NCC(c3ccccc3Cl)c3c2[nH]c2ccccc32)c1 (configuration not stated)
→ -12%	1.2%	-10%	-11%	-14%	?	-48%	?
- O=C(CSc1nc2ccccc2n1CCc1ccccc1)N1CCOCC1
→ 0%	-0.9%	2%	7%	0%	-4%	1%[46.1 µM]	-5%
- COc1cc(/C=N/NC(=O)C(=O)NCc2ccco2)ccc1O
→ -9%	-0.9%	-6%	-23%	-3%	-12%	5%[46.1 µM]	?
- CCOC(=O)c1ccc(NC(=O)CCc2c(C)nc3ncnn3c2C)cc1
→ -3%	-1.2%	0%	2%	1%	0%	-6%[46.1 µM]	?
- Cc1nn(CC(O)Cn2cnc3c2c(=O)n(C)c(=O)n3C)c(C)c1Br (configuration not stated)
→ 5%	0.0%	-2%	4%	7%	-5%	3%[46.1 µM]	4%
- O=C1CC(=C(c2ccccc2)c2ccccc2)C(=O)N1CCCCN1CCN(c2cccc(Cl)c2)CC1
→ -7%	-0.7%	?	-16%	1%	-9%	-16%[46.1 µM]	0%
- COc1ccc(C(=O)N2CCC(O)(c3ccc(Cl)cc3)CC2)cc1OC
→ 6%	-1.7%	.	1%	-10%	-4%	-7%	.
- O=C(Nc1ccc(Br)cn1)c1cccc2c1-c1ccccc1C2=O
→ -4%	2.8%	?	-5%	-3%	-19%	-4%	4%
- CCOC(=O)c1c(C)[nH]c(C)c1C(=O)COC(=O)C1CCCN1S(=O)(=O)c1ccccc1F (configuration not stated)
→ 5%	-0.7%	-15%	1%	7%	-11%	-1%[46.1 µM]	4%
- COc1cc(OC)cc(C(=O)NCc2nc(-c3ccccc3)no2)c1
→ 3%	0.0%	-5%	-13%	3%	-12%	-11%[46.1 µM]	-4%
- O=C(Nc1ccccc1C(=O)NCCCn1ccnc1)c1ccccc1
→ -5%	1.9%	-1%	-15%	-8%	-21%	0%[46.1 µM]	-1%
- Cc1ccc(CNC(=O)C2CCCN2C(=O)NCc2ccccc2)cc1 (configuration not stated)
→ -6%	0.8%	-3%	5%	8%	-5%	-2%[46.1 µM]	6%
- Cc1ccc2c(C)c(C(=O)NCc3ccc(S(N)(=O)=O)cc3)oc2c1
→ -2%	2.6%	?	-21%	5%	-6%	-3%	9%
- NC(=O)COC(=O)c1ccccc1SCC(=O)NC1CCCCCC1
→ -3%	-1.1%	8%	0%	6%	-13%	2%	28µM*
- COc1cc2cc(C(N)=O)c(N)nc2cc1OC
→ ?	0.0%	?	4%	?	-2%	-6%[46.1 µM]	?
- COc1ccc(CCNC(=O)[C@@H](NC(=O)c2ccccc2F)C(C)C)cc1OC
→ -7%	-0.5%	3%	-3%	-2%	-5%	1%	9%
- O=C(O)C1C2C=CC(O2)C1C(=O)NCCc1cccc(Cl)c1 (configuration not stated)
→ 2%	-0.9%[10.1 µM]	0%	-5%	0%	6%	7%	?
- Cc1ncc(CN2CCC(CO)(CCOc3ccccc3)CC2)s1
→ -6%	1.9%	.	5%	-1%	-3%	10%	.
- COc1ccc(-c2csc(C)n2)cc1Br
→ -4%	0.0%	-2%	-9%	2%	-13%	29%	-8%
- O=Cc1ccccc1Oc1ccccc1
→ -5%	1.4%	?	3%	-7%	8%	-14%[46.1 µM]	-9%
- O=C(CCCN1C(=O)c2ccccc2C1=O)Oc1ccc(Cl)cc1
→ -5%	3.1%	-13%	-8%	1%	-14%	-2%[46.1 µM]	1%
- CN1CCN(C(=S)NC(=O)c2ccc(S(=O)(=O)N3CCOCC3)cc2)CC1
→ 8%	0.9%	13%	-10%	2%	7%	11%	9.5µM*
- CN(C)c1ccc(C(=O)OCC(=O)NCC2CCCO2)cc1 (configuration not stated)
→ 0%	3.1%	6%	3%	1%	0%	-12%[46.1 µM]	3%
- O=C(O)c1ccccc1C(=O)NNc1ccc(Cl)cc1Cl
→ 2%	0.2%	4%	16µM*	-6%	-6%	18%	25µM*
- Cn1nnnc1SCC(=O)Nc1ccccc1Cl
→ -3%	-1.5%	0%	4%	-1%	6%	9%[46.1 µM]	9%
- Oc1ccc(-c2csc(Nc3ncccn3)n2)cc1O
→ 6%	6.8%	-3%	7µM*	1%	?	-10%	?
- Cc1cccc(C)c1NC(=O)CS(=O)CC(=O)NCC1OCCc2ccccc21 (configuration not stated)
→ 9%	-0.1%	0%	5%	17%	-5%	13%	4%
- Cc1cccc(NCc2nc3ccccc3n2C)c1
→ -3%	1.1%	-10%	10%	0%	-12%	1%[46.1 µM]	9%
- COc1ccc(CCN(C)c2ccc(S(=O)(=O)N3CCCC3)cn2)cc1OC
→ 10%	0.0%	0%	-9%	-4%	-9%	-10%	-13%
- COc1ccc(NC(=O)COC(=O)[C@@H]2CCCN2C(=O)c2cccs2)cc1
→ 6%	-1.0%	-1%	-8%	11%	-6%	4%[46.1 µM]	-14%
- COc1ccc(-c2nnn(-c3ccc(Cl)cc3Cl)c2N)cc1
→ -6%	2.5%	.	-10%	2%	-5%	10%	.
- Cc1nc2c(C)cccc2c2c1CCS2
→ 2%	-0.1%	.	3%	-4%	-1%	-1%	.

Single records, as listed above.
Results for CN(C)c1ccc(C(=O)OCC(=O)NCC2CCCO2)cc1 (configuration not stated) = aGlu spleen mod: 0%; Epigenetic derep: 3.1%; GAA inhib: 6%; GAA glycogen: 3%; GLA spleen mod: 1%; Tau fluor counter: 0%; NPSR antag: -12%[46.1 µM]; ALDH1A1 block: 3%
Results for COc1ccc(CCN(C)c2ccc(S(=O)(=O)N3CCCC3)cn2)cc1OC = aGlu spleen mod: 10%; Epigenetic derep: 0.0%; GAA inhib: 0%; GAA glycogen: -9%; GLA spleen mod: -4%; Tau fluor counter: -9%; NPSR antag: -10%; ALDH1A1 block: -13%

Next compounds
Below each SMILES: aGlu spleen mod	Epigenetic derep	GAA inhib	GAA glycogen	GLA spleen mod	Tau fluor counter	NPSR antag	ALDH1A1 block
- CC(=N/O)/C(=N\O)c1ccc(C)o1
→ -1%	-1.0%	-1%	-8%	6%	1%	3%[46.1 µM]	5%
- COc1ccc(NC(C)=O)c2nc(C)c(C)nc12
→ -7%	-2.9%	-22%	5%	-5%	2%	-25%[46.1 µM]	?
- COc1ccc(-n2c3c(cc(C(=O)NNc4ccccc4)c2=O)C(=O)CC(C)(C)C3)cc1
→ -1%	-0.1%	?	?	3%	-12%	-29%	?
- Cc1nnc(NC(=O)c2c(F)c(F)c(F)c(F)c2F)s1
→ 2%	-1.1%	-5%	5%	-16%	0%	-12%[46.1 µM]	10%
- CCC(=O)Nc1cccc(NC(=S)NC(=O)c2cccs2)c1
→ -7%	0.0%	3%	2%	-4%	-4%	0%	-7%
- Cn1ccnc1-c1nc2ccccc2[nH]c1=O
→ -1%	2.0%	?	6%	6%	7%	4%[46.1 µM]	-4%
- O=C(CCN1CCN(c2ccccc2)CC1)N/N=C/c1ccccc1O
→ 4%	-0.1%	?	9%	12%	-4%	3%	1%
- O=C1CCCN1S(=O)(=O)c1ccccc1
→ -1%	0.9%	4%	-3%	3%	-3%	23%	13%
- N#Cc1ccc(C(=O)Nc2cccc3ncccc23)c(F)c1
→ 3%	-1.0%	-2%	2%	0%	-6%	5%	-5%

Three of the entries above in order of the ALDH1A1 block value, smallest number first.
Molecule | ALDH1A1 block
CN1CCN(C(=S)NC(=O)c2ccc(S(=O)(=O)N3CCOCC3)cc2)CC1 | 9.5µM*
O=C(O)c1ccccc1C(=O)NNc1ccc(Cl)cc1Cl | 25µM*
NC(=O)COC(=O)c1ccccc1SCC(=O)NC1CCCCCC1 | 28µM*

An excerpt of these results, with tabs.
canonical_smiles	aGlu spleen mod	Epigenetic derep	GAA inhib	GAA glycogen	GLA spleen mod	Tau fluor counter	NPSR antag	ALDH1A1 block
Cc1nnc(NC(=O)c2c(F)c(F)c(F)c(F)c2F)s1	2%	-1.1%	-5%	5%	-16%	0%	-12%[46.1 µM]	10%
CCC(=O)Nc1cccc(NC(=S)NC(=O)c2cccs2)c1	-7%	0.0%	3%	2%	-4%	-4%	0%	-7%

An excerpt, so the mix of outcomes need not match the whole.
